Screening data as filed in PubChem BioAssay.
AT treatment: potential ataxia-telangiectasia treatment | […] A-T fibroblasts, KAP-1 phosphorylation AlphaLISA; neocarzinostatin DNA damage 30 min before lysis | AID 485349 | actives 0.19% (n = 320,000) | Potency, µM (titrated, usually from 57.5 µM), inactives show at the top dose activation, actives largely listed as activators; also: potency is read from the fitted curve at half-maximal effect; % of control where 0% means no effect; nearly all actives have a fitted effect of over 45% in size
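hTERT-immortalized A-T patient fibroblasts ([…]), 500 cells/well in OPTI-MEM, 1% FBS, got compounds for 60 min, then NCS for 30 min at 37C. Lysates were then assayed for phospho-KAP-1 by AlphaLISA (anti-pKAP1 donor, anti-KAP1 acceptor beads), 6 hr at 25C.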
S-ASM inh: inhibitors of human secretory acid sphingomyelinase | AID 504937 | placental ASM, HMU-PC fluorogenic substrate, 60 min | Potency, µM (highest dose often 57.5 µM), without a hit: at the top dose activity change, negative = inhibition, usual class: inhibitors | actives 0.006% (n = 340,000); also: potency is read from the fitted curve at half-maximal effect
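Fluorogenic HMU-PC substrate (9 uM final) is turned over by placental ASM in 60 min at 37 C after a 10 min compound preincubation. Reaction ended by alkaline stop (pH 10), with fluorescence read at 386/447 nm.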
Menin-MLL TR inh: menin-MLL binding inhibition, Texas Red mutant peptide | Menin + Texas Red MLL mutant peptide, fluorescence polarization | O00255 | AID 1768 | actives 0.23% (n = 270,000) | Potency, µM (titrated, usually from 61.6 µM), for the others: at the highest dose FP activity change, negative = inhibition, hits mostly inhibitors; active = well fitted inhibition curve with a large enough effect in the polarisation, with a control signal flat, not every such curve was filed as active; inconclusive = small, poorly fitted or top-dose-only effect, or effect the other way, or a change in a side signal; inactive = no such curve, though single readings can be large or run the other way; the % refers to the polarisation; also: potency is read from the fitted curve at half-maximal effect; % of control where 0% means no effect; many of its hits are not listed in these tables
a7 integrin act: activators of alpha7 integrin expression for muscular dystrophy; AID 624291; actives 0.064% (n = 350,000); alpha7betagal myoblasts, beta-gal FDG fluorescence, 48 h; Potency, µM (series often up to 38.3 µM), inactives show at the top dose activation, usual class: activators;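 also: potency is read from the fitted curve at half-maximal effect; 100% = response of the positive control SU9516; nearly all actives have a fitted effect of over 60% in size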
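alpha7betagal+/- myoblasts (passage 13, 250/well) treated 48 h at 37C with compounds at 1:260 dilution of DMSO stock. Lysed, then beta-galactosidase activity read as FDG fluorescence (ex 480/em 540) after 30 min, with pre-read for autofluorescence.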
TSG101-PTAP inh: blocks PTAP/TSG101 interaction to inhibit HIV-1 budding. Q99816. Fluorescence polarization, FITC-PTAP peptide / Tsg101 binding. Potency, µM (doses to about 115 µM), for the others: at the top dose activity change, negative = inhibition, actives largely listed as inhibitors. 340,000 tested, under 10 active. AID 493005; active = well fitted inhibition curve with a large enough effect in the main read-out, with a control signal flat, not every such curve was filed as active; inconclusive = small, poorly fitted or top-dose-only effect, or effect the other way, or a change in a side signal; inactive = no such curve, though single readings can be large or run the other way; also: potency is read from the fitted curve at half-maximal effect; % of control where 0% means no effect
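Fluorescence anisotropy tracks displacement of a FITC-tagged PTAP peptide (50 nM) from the Tsg101 binding domain (10 uM), following a 20 min room-temperature incubation at pH 7.5.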
MBNL1 CUG block: inhibitors of human MBNL1 binding to CUG repeat RNA; Q9NR56; TR-FRET MBNL1-His/biotin-(CUG)12 binding, 665/545 ratio; Potency, µM (series often up to 57.5 µM), for inactives: at the highest dose activity change, negative = inhibition, usual class: inhibitors; actives 0.036% (n = 280,000); active = well fitted inhibition curve with a large enough effect in the signal ratio, with a control signal flat, not every such curve was filed as active; inconclusive = small, poorly fitted or top-dose-only effect, or effect the other way, or a change in a side signal; inactive = no such curve, though single readings can be large or run the other way; the % refers to the signal ratio; also: potency is read from the fitted curve at half-maximal effect; % is scaled to controls: 0 for no effect and ±100 for the full control effect
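TR-FRET between His-tagged MBNL1 and biotin-(CUG)12 RNA, detected with Tb anti-His antibody (0.055 ng/ul) and streptavidin-XL665 (5 nM), 60 min at room temperature. Compounds titrated 92 nM to 58 uM; 665/545 nm ratio normalized to buffer and complex controls.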
Mito fusion act: inhibitors of mitochondrial division or activators of mitochondrial fusion; Potency, µM (highest dose often 46.1 µM), without a hit: at the highest dose growth rescue (activation), actives largely listed as activators; AID 485298; S. cerevisiae fusion-defective mutant growth rescue, CellTiterGlo 48 h; actives 0.23% (n = 320,000);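 also: potency is read from the fitted curve at half-maximal effect; % of control where 0% means no effect; nearly all actives have a fitted effect of over 45% in size; temperature-sensitive fusion mutants such as fzo1-1 at 37 °C on non-fermentable ethanol glycerol medium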
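Yeast fusion mutant, YPEG (non-fermentable carbon), compound, 48 h at 37C non-permissive; CellTiterGlo added, 10 min RT, luminescence read. Rescued growth = division inhibition.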
TSHR antagonist: blocks TSH signaling through the human TSH receptor. activity change, negative = inhibition, % at 11.5 µM. actives 0.2% (n = 330,000). TSHR-expressing cells, TSH-stimulated cAMP HTRF, 2 h; active compounds read low. P16473;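 active = activity change below a set negative limit, meaning inhibition stronger than a set level, cut at about -70% in these data; inconclusive = activity change between two set negative limits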; also: % is scaled to controls: 0 for no effect and ±100 for the full control effect
Target sequence (P16473 whole entry, looked up): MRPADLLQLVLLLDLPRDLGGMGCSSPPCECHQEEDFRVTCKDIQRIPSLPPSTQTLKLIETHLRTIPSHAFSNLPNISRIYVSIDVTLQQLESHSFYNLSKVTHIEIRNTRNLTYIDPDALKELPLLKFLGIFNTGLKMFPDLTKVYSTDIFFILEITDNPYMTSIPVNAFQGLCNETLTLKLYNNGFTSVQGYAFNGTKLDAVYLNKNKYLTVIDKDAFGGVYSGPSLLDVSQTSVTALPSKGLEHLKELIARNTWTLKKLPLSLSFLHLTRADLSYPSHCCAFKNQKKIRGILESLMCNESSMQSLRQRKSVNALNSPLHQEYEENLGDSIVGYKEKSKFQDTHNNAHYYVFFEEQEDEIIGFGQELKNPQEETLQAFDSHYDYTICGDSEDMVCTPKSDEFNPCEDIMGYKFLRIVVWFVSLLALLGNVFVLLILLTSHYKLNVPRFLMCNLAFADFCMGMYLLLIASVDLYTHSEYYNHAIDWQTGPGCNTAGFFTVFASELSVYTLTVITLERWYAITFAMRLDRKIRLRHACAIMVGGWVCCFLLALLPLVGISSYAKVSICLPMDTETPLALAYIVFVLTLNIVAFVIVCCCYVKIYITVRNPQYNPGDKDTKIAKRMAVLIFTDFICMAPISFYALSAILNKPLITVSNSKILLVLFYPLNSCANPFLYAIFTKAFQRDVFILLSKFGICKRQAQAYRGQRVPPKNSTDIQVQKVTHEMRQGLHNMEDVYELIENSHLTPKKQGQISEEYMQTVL
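Freshly harvested TSHR cells receive pin-tooled compound, then EC80 TSH at 4nM final. After 2 hours at 37 deg C, antibody in lysis buffer and cAMP-d2 are added; 30 minutes at ambient temperature precede the HTRF read.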
CXXC DNA block: MLL CXXC-DNA interaction inhibition; AID 2662; Potency, µM (top dose mostly 115 µM), inactives show at the top dose activity change, negative = inhibition, usual class: inhibitors; actives 0.037% (n = 290,000); MLL-CXXC / FITC-HOXA9 DNA fluorescence polarization; active = well fitted inhibition curve with a large enough effect in the polarisation, with a control signal flat, not every such curve was filed as active; inconclusive = small, poorly fitted or top-dose-only effect, or effect the other way, or a change in a side signal; inactive = no such curve, though single readings can be large or run the other way; the % refers to the polarisation; also: potency is read from the fitted curve at half-maximal effect
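Purified MLL-CXXC (added from a 7 uM solution) was preincubated 5 min at ambient with pinned compounds in 50 mM Tris-HCl pH 7.5, 50 mM NaCl, 1 mM DTT, 0.05% BSA. Fluorescein-labeled HOX-A9 DNA (50 nM solution) followed, 30 min, then polarization read.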
TCR activator: activators of T cell receptors; primary human leukocytes, anti-CD3, IL-2 HTRF, 48 h; Potency, µM (titrated, usually from 9.22 µM), for inactives: top-dose activation of IL-2 secretion, hits mostly activators; 330,000 tested, under 10 active; also: % of control where 0% means no effect
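Compounds are tested in HTS on primary human leukocytes co-incubated with a-CD3 beads for 48 hr. IL-2 output is measured by time-resolved FRET.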
Active calls of the source: *; i = inactive; ? = inconclusive; nt = not tested or not shown; [ ] = remark or other dose. Unless noted, calls follow the shape of the dose curve; as a rule, active = well fitted curve in the direction sought with a large enough effect; inconclusive = small, poorly fitted or top-dose-only effect, or another doubt; inactive = no such curve, though single readings can be large; an effect the other way counts as inactive or inconclusive.

molecule,AT treatment,S-ASM inh,Menin-MLL TR inh,a7 integrin act,TSG101-PTAP inh,MBNL1 CUG block,Mito fusion act,TSHR antagonist,CXXC DNA block,TCR activator
Cc1cccc(N2CCN(C(=O)CCc3nc4ccccc4[nH]3)CC2C)c1 (stereo not drawn),-1%,5%,7%,-14%,-5%,-6%,-1%,8,8%,1%
CC(C)c1ccc(NC(=S)NNc2ccc(Cl)c(C(=O)O)c2)cc1,8%,11%,nt,-4%,-10%,-11%,3%,-6,-9%,2%
CCOc1ccc(C(=O)N2CCCN(C(=O)c3ccc(OCC)cc3)CC2)cc1,-3%,6%,-1%,15%,-4%,-9%,-1%,4,-4%,1%
COC(=O)N/N=C(\C)c1cccs1,3%,5%,nt,11%,0%,12%,-12%,-14,-5%,-4%
COc1ccc(CCN(C)C(=O)CN2C(=O)NC3(CCCCCC3)C2=O)cc1OC,0%,9%,nt,12%,-4%,nt,0%,-5,nt,0%
O=C(CN1CCOCC1)N/N=C/C=C/c1ccccc1,-2%,-1%,9%,-25%,-7%,nt,-6%,-2,26%,-1%
Cc1ccc2nc3c(cc(C#N)c(=N)n3CC3CCCO3)c(=O)n2c1 (stereo not drawn),-6%,nt,1%,nt,nt,?,3%,-2,18%,nt
Cc1c(C)c2ccc(O)c(CN3CCN(C)CC3)c2oc1=O,7%,i,9%,15%,-2%,18%,-14%,1,10%,3%
CCn1c(SCC(=O)Nc2sc3c(c2C#N)CCCC3)nnc1-c1ccncc1,-5%,-10%,-18%,-14%,-7%,14%,-7%,0,-9%,2%[46.1 µM]
CSCCC(C(=O)NCc1cccs1)N1C(=O)c2ccccc2C1=O (stereo not drawn),0%,2%,1%,-25%,1%,4%,0%,-1,9%,8%
CCc1nnc(NC(=O)COc2ccccc2[N+](=O)[O-])s1,10%,-2%,nt,4%,-4%,nt,2%,-4,-11%,-4%
CC1CN(Cc2ccccc2)C(=S)NC1=O (stereo not drawn),nt,3%,nt,-17%,-1%,nt,nt,nt,nt,-2%
CC1CCCN(C(=O)c2cn(-c3ccccc3)nc2-c2cccnc2)C1 (stereo not drawn),6%,-1%,nt,-3%,0%,nt,1%,2,nt,3%
COc1ccc(C(=O)CCC(=O)NCc2cc(OC)cc(OC)c2)cc1,2%,0%,1%,11%,-1%,5%,4%,-6,2%,4%
O=C(CN1CCCC1)Nc1c(C(=O)C2CC2)oc2ccccc12,-1%,0%,nt,-7%,0%,3%,1%,2,-3%,-2%
CC(=O)c1c(C)[nH]c(C(=O)OCC(=O)N2CC(C)OC(C)C2)c1C (stereo not drawn),13%,6%,nt,11%,-6%,nt,0%,-2,nt,0%
CN1CCN(C(CNC(=O)C(=O)NC2CCCC2)c2ccc(F)cc2)CC1 (stereo not drawn),27%,1%,nt,16%,3%,nt,-13%,3,nt,-8%
Nc1c(C(=O)CSc2nnc(Nc3ccc(F)cc3)s2)c(=O)[nH]c(=O)n1C1CC1,3%,-2%,nt,?,-1%,nt,4%,16,nt,nt
O=C(CSC1=NC2(CCCCC2)N=C1c1ccccc1)Nc1ccc2c(c1)OCCO2,4%,-6%,-1%,12%,-2%,-10%,19%,26,19%,-8%
CCOc1ccc(S(=O)(=O)Nc2ccccc2C(=O)N2CCOCC2)cc1,-3%,-1%,-8%,2%,-11%,2%,0%,-3,2%,-6%
Cc1cc2cc(CN(CCN(C)C)C(=S)NCc3ccco3)c(=O)[nH]c2cc1C,-1%,1%,-16%,-61%[inhibitor],-5%,-2%,3%,2,10%,9%
O=C(CCC(=O)N1CCN(c2cccc(Cl)c2)CC1)c1cccs1,10%,0%,nt,11%,1%,nt,7%,8,nt,-1%
Nc1ccc(-c2cnc(N)c(C(=O)c3cccnc3)n2)cn1,nt,4%,nt,-23%,0%,nt,nt,nt,nt,2%
CCc1c(C(=O)NC2CCCC2)csc1C,-4%,4%,4%,15%,-3%,-5%,0%,2,-1%,2%
Fc1ccc(-c2cc(-c3cccs3)cc(-c3ccccc3)n2)cc1,2%,-10%,nt,8%,0%,-11%,4%,12,-19%,-7%
COc1ccc(OC)c(NC(=O)Cc2csc(NC(=O)Nc3ccccc3OC)n2)c1,-17%,-10%,nt,22%,-2%,nt,3%,9,nt,7%
CC(C)(C)c1cc[n+](-c2[nH]c(=O)sc2/C=N/NC(=O)c2ccccc2[O-])cc1,3%,-6%,31%[activator],6%,?,?,2%,-14,?,-2%
CCc1ccc(OCC(=O)NC(C)C)cc1,0%,-2%,-17%,8%,-1%,2%,-12%,6,1%,0%
O=C(Nc1ccc(Oc2cccnc2)nc1)c1ccc(C(F)(F)F)cc1,21%,-3%,nt,?,-3%,nt,-8%,-12,-1%,-7%
CCOC(=O)Cn1c(=O)oc2cc(S(=O)(=O)Nc3cccc(C)c3)ccc21,9%,2%,1%,25%,-11%,-3%,2%,-15,0%,3%
CCOC(=O)C(NC(=O)c1ccc(F)cc1)(Nc1nnc(C)s1)C(F)(F)F (stereo not drawn),10%,2%,11%,-6%,0%,-8%,-1%,5,13%,0%
CCCNC(=O)c1ccc2c(c1)ncn2-c1cc(C)cc(C)c1,0%,-3%,?,8%,-5%,-5%,9%,-8,5%,5%
O=C(c1ccccc1F)N1CCN(c2ccccn2)CC1,-9%,-2%,-11%,2%,-3%,-1%,3%,-12,2%,8%
O=C(O)CC(NC(=O)Cc1ccccc1)c1cc([N+](=O)[O-])ccc1Cl (stereo not drawn),-2%,4%,5%,1%,-8%,24%,3%,0,3%,2%
Cc1ccc(Nc2nnc(SCC(=O)NC3CC3)s2)cc1,8%,2%,nt,14%,-2%,nt,3%,4,nt,8%
COc1ccc(C(=O)/C=C/c2ccc(OC)c(CN3CCOCC3)c2)cc1,0%,83%[activator],0%,-52%[inhibitor],1%,-10%,0%,-3,-21%,5%[46.1 µM]
O=C(O)CC(Cc1ccc(Cl)cc1)C(=O)Nc1ccc([N+](=O)[O-])cc1 (stereo not drawn),-1%,-1%,13%,-18%,0%,12%,-4%,14,8%,6%
O=C(NCCc1ccc(Cl)cc1Cl)c1cccnc1,4%,2%,nt,23%,2%,-12%,-1%,-8,18%,-1%
Cc1nc(CC(C)C)cc(C(=O)N2CCCC(Nc3ccc(C)c(C)c3)C2)n1 (stereo not drawn),-2%,-2%,2%,-6%,-4%,3%,-2%,-15,0%,3%
CCNC(=O)CSc1nnc(-c2ccc(OC)cc2)n1CC(C)C,-1%,4%,4%,6%,-5%,-1%,-4%,16,-4%,0%
COc1cccc(Nc2ncnc3c2cnn3C)c1,-8%,-1%,-1%,-15%,2%,1%,-4%,3,-2%,0%
c1ccc2c(c1)CCCN2c1nc(N2CCOCC2)nc(N2CCOCC2)n1,3%,-1%,nt,-20%,-1%,1%,3%,7,3%,-2%
Cc1ccc(/C(O)=C2\C(=O)C(=O)N(Cc3cccnc3)C2c2ccccc2[N+](=O)[O-])cc1 (stereo not drawn),-4%,3%,1%,-13%,-4%,?,0%,6,-4%,-4%[46.1 µM]
CCc1nc2ccccc2n1Cc1ccccc1F,10%,11%,?,-8%,-8%,-2%,0%,-3,11%,-3%
COC(=O)c1ccc(=O)n(-c2ccc(OC)cc2)c1,2%,2%,17%,13%,-1%,4%,-3%,-8,4%,-4%
CN(C)N=Nc1ccc(S(N)(=O)=O)cc1,-4%,2%,6%,15%,2%,-5%,1%,5,-18%,-1%
Fc1ccccc1N1CCN(c2nc3ccccc3n3nnnc23)CC1,1%,-1%,-4%,0%,-5%,?,5%,4,15%,-1%
O=C(COc1ccccc1)Nc1cc(C(F)(F)F)ccc1N1CCCC1,17%,-11%,0%,9%,-4%,2%,-2%,-12,-2%,3%
COc1ccc(OC)c(NC(=O)COC(=O)Cc2ccc(-c3ccccc3)cc2)c1,10%,-8%,11%,21%,-1%,6%,17%,-8,7%,2%[46.1 µM]
CCN(CC1COc2ccccc2O1)C(=O)CN1C(=O)NC(C)(c2ccc(C)cc2)C1=O (stereo not drawn),12%,0%,nt,6%,-6%,nt,1%,nt,nt,-1%

Not all compounds are listed; count on the stated rates, not on these rows.
